Assay outcomes deposited in PubChem by several laboratories.
LRH-1 inv ag – inverse agonists of human LRH-1 (NR5A2); inhibition, % at 3.6 µM; 0.13% of 360,000 active; HEK293T StAR-luciferase reporter, LRH-1 transfected, 24 h; O00482;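 active = inhibition above the mean inhibition of all tested compounds plus 3 SD, cut at about 73% in these data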;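 also: 0% = DMSO wells and 100% = reporter-only cells lacking LRH-1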
Target sequence (O00482 whole entry, looked up): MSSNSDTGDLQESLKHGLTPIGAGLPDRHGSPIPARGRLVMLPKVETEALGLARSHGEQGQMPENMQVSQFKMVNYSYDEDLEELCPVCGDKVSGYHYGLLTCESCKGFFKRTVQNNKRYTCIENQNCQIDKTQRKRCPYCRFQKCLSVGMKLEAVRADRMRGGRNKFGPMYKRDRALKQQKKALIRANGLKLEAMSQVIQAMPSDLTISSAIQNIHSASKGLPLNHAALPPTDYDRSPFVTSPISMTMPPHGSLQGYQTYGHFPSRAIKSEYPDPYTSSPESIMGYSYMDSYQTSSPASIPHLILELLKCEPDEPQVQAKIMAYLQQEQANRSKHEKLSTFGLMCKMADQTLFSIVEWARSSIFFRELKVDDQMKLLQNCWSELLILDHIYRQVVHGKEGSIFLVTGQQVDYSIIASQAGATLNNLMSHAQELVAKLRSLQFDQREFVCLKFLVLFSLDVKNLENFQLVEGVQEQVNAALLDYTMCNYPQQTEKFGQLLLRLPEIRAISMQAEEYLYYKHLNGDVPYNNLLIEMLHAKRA
C8 TRAIL sens – caspase-8 TRAIL sensitization | NB7+C8 cells + TRAIL, ATPlite viability luminescence | inhibition (viability loss, TRAIL sensitization), % at 10 µM | 1% of 360,000 active | AID 624354;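 active = compounds causing at least 50% loss of cell viability in the single-dose screen, relative to plate controls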
SRC1 inh – human NCOA1 inhibition. Q15788. HEK293 GAL4-SRC1 luciferase reporter, luminescence. inhibition, % at 3.6 µM. 0.12% of 360,000 active. AID 588354;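 active = inhibition above the campaign mean plus 3 SD, with each screening campaign given its own cutoff, cut at about 60% in these data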;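 also: 0% = DMSO treated cells and 100% = gossypol at 36 µM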
TWEAK-Fn14 inh – blocks TWEAK-Fn14 interaction in a reporter cell assay; TWEAK-stimulated Fn14 reporter cells, luciferase luminescence, 8 h; inhibition, % at 10 µM; 2% of 360,000 active; AID 1159606; in the data active = inhibition above about 50%
EBV LMP1 NFkB – Epstein-Barr LMP1 NF-kappaB reporter inhibition; inhibition, % at 12.5 µM; 0.69% of 350,000 active; LMP1-induced NF-kappaB luciferase reporter cells, luminescence; in the data active = inhibition above about 41%;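 also: 0% = neutral control wells and 100% = reference inhibitor control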
CF NFkB inh – cystic fibrosis NF-kB activation inhibition; 0.86% of 360,000 active; inhibition, % at 5 µM; KKLEB NF-kB-GFP reporter, PAF-induced, GFP fluorescence overnight;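 active = at least 50% inhibition at 5 µM, scaled per plate between neutral and stimulator controls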;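 also: PAF is a Pseudomonas aeruginosa culture filtrate used as stimulus; plate controls were PAF-stimulated DMSO wells for no effect and unstimulated DMSO wells for full effect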
SRC3 inh – inhibitors of human steroid receptor coactivator 3 (SRC3); Q9Y6Q9; HEK293 GAL4-SRC3 luciferase reporter, luminescence; inhibition, % at 3.6 µM; 0.17% of 360,000 active;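 active = inhibition above a per-campaign cutoff, the mean of all compounds plus 3 SD, cut at about 60% in these data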;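 also: 0% = DMSO-treated cells and 100% = gossypol-treated cells at 36 µM; higher means less SRC3-driven luciferase light from the GAL4 reporter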
COUP-TFII inh – NR2F2 (human) inhibition, primary screen | HEK293T NGFI-A luciferase reporter, luminescence | inhibition, % at 8.6 µM | 0.7% of 370,000 active;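 active = inhibition above a per-plate cutoff, mean inhibition of test wells between control levels plus 3 SD, cut at about 38% in these data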;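 also: cells cotransfected with COUP-TFII expression vector driving the NGFI-A reporter; 0% = median of COUP-TF2 test wells and 100% = reporter-only cells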
Target sequence (P24468 whole entry, looked up): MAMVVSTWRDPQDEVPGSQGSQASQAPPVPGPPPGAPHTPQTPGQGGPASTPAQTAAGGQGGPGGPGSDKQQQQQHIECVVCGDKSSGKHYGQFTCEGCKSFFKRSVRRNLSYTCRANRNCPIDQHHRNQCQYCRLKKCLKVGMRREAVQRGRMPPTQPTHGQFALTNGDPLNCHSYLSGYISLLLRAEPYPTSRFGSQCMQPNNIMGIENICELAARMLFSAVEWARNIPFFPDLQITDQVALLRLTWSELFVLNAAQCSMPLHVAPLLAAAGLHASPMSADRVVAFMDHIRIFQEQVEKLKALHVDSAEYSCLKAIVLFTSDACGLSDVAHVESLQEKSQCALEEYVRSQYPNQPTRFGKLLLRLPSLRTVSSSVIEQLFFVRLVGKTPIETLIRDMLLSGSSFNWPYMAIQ
KKLEB tox – reduces viability of KKLEB cystic fibrosis airway cells; KKLEB CF airway cells viability, ATPlite luminescence, overnight; hits give low values; cells stimulated with P. aeruginosa culture filtrate; activity change (cytotoxicity), % at 5 µM; 0.36% of 360,000 active; AID 602141;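 active = corrected activity change at or below -50% at 5 µM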
Shn3 3UTR inh – inhibitors of Schnurri-3 3'UTR reporter in osteoblasts. Clone20 osteoblast Shn3 3'UTR firefly luciferase, 24 h. inhibition, % at 12.5 µM. 0.52% of 360,000 active. AID 588674;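 active = mean inhibition of at least 75% with every replicate also reaching 75%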;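 also: 0% = median of neutral control wells and 100% = pilot-screen positive control compound; some compounds past the cut are filed as inactive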
TROY signal inh – TROY signaling inhibition; Q293 LMP1-TROYcd NF-kB luciferase reporter, 4 h; inhibition, % at 10 µM; 0.98% of 360,000 active;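 active = compounds whose plate-normalised and pattern-corrected inhibition of the luciferase reporter signal at the single screening dose is 50% or more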
* = called active by the depositor. This is a subset. The share of hits here may be higher or lower than overall.

CC(C)CC1OC(C(C)C)Cc2[nH]c(=S)[nH]c(=O)c21 (stereo not drawn) was read as LRH-1 inv ag 12, C8 TRAIL sens -3, TWEAK-Fn14 inh 11, COUP-TFII inh 2 and TROY signal inh 11.
For CCOC(=O)Cn1ccc(NC(=O)COc2ccc(F)cc2F)n1 the results were LRH-1 inv ag -5, C8 TRAIL sens -1, SRC1 inh 10, TWEAK-Fn14 inh -7, EBV LMP1 NFkB -3, CF NFkB inh 2, SRC3 inh 6, COUP-TFII inh -11, KKLEB tox 2, Shn3 3UTR inh -5 and TROY signal inh -8.
For CCCCC[C@@H](C)N1C[C@@H](COCc2ccccc2)Oc2cc(N3CC[C@@H](N(C)C)C3)ccc2S1(=O)=O the results were LRH-1 inv ag -36, C8 TRAIL sens 20, TWEAK-Fn14 inh -36, COUP-TFII inh -5 and TROY signal inh -6.
For Cc1oc2c(C)c3oc(=O)c(CCC(=O)NCCCn4ccnc4)c(C)c3cc2c1C the results were LRH-1 inv ag -23, C8 TRAIL sens 0, SRC1 inh -4, TWEAK-Fn14 inh -37, EBV LMP1 NFkB 1, CF NFkB inh -9, SRC3 inh 13, COUP-TFII inh -1, KKLEB tox -7, Shn3 3UTR inh 13 and TROY signal inh -27.
Screening O=C(CCCc1nc2ccccc2s1)NNC(=O)CCN1CCN(Cc2ccccc2)CC1 returned LRH-1 inv ag 3, C8 TRAIL sens 10, SRC1 inh 10, TWEAK-Fn14 inh 9, EBV LMP1 NFkB 5, CF NFkB inh 18, SRC3 inh 16, COUP-TFII inh 4, KKLEB tox -3, Shn3 3UTR inh -18 and TROY signal inh 2.
N=c1c(C(=O)NC2CCCC2)cc2c(=O)n3ccccc3nc2n1CCCN1CCOCC1 was read as LRH-1 inv ag -6, C8 TRAIL sens -4, SRC1 inh 2, TWEAK-Fn14 inh 14, EBV LMP1 NFkB -1, CF NFkB inh 7, SRC3 inh -14, COUP-TFII inh -9, KKLEB tox 4, Shn3 3UTR inh -12 and TROY signal inh -13.
Screening CCc1ccc(S(=O)(=O)N2CCN(c3ncccn3)CC2)cc1 returned LRH-1 inv ag -8, C8 TRAIL sens -12, SRC1 inh -4, TWEAK-Fn14 inh 1, EBV LMP1 NFkB 2, CF NFkB inh 9, SRC3 inh 11, COUP-TFII inh 9, KKLEB tox -27, Shn3 3UTR inh -1 and TROY signal inh -10.
Screening C#CCSc1nnc(-c2sc(-c3ccccc3)nc2C)n1C returned LRH-1 inv ag -13, C8 TRAIL sens 80*, SRC1 inh -24, TWEAK-Fn14 inh 2, EBV LMP1 NFkB -5, CF NFkB inh -11, SRC3 inh -28, COUP-TFII inh -18, KKLEB tox 4, Shn3 3UTR inh -7 and TROY signal inh -26.
COCCCNC(=O)C[C@H]1C[C@H](C(=O)N2CCOCC2)[C@@]2(CCC3CCCC3)c3[nH]c4ccc(Cl)cc4c3CCN2C1=O was read as LRH-1 inv ag -16, C8 TRAIL sens 9, SRC1 inh -2, TWEAK-Fn14 inh 24, EBV LMP1 NFkB 22, CF NFkB inh -3, SRC3 inh 9, COUP-TFII inh -3, KKLEB tox 12, Shn3 3UTR inh 9 and TROY signal inh 14.
For Cc1cc(C)n2cc(CSc3nnnn3-c3ccc(Cl)cc3)nc2n1 the results were LRH-1 inv ag -27, C8 TRAIL sens -17, SRC1 inh 5, TWEAK-Fn14 inh 1, EBV LMP1 NFkB 0, CF NFkB inh 0, SRC3 inh -4, COUP-TFII inh 3, KKLEB tox 3, Shn3 3UTR inh 8 and TROY signal inh -10.
Screening CCC(C)NC(=O)C1CCCN(C(=O)Nc2ccc(F)cc2)C1 (stereo not drawn) returned LRH-1 inv ag 22, C8 TRAIL sens 8, SRC1 inh 6, TWEAK-Fn14 inh 5, EBV LMP1 NFkB -1, CF NFkB inh 15, SRC3 inh 15, COUP-TFII inh 4, KKLEB tox 4, Shn3 3UTR inh -4 and TROY signal inh 7.
`CN(C)/C(=N\S(=O)(=O)c1ccccc1)c1ccc(Cl)cc1` gave LRH-1 inv ag 21, C8 TRAIL sens 1, SRC1 inh 6, TWEAK-Fn14 inh 8, EBV LMP1 NFkB -3, CF NFkB inh 6, SRC3 inh 13, COUP-TFII inh -3, KKLEB tox -2, Shn3 3UTR inh 11 and TROY signal inh 9.
Screening O=S1(=O)C=C(Sc2nnc(-c3ccccc3)o2)c2ccccc21 returned LRH-1 inv ag 15, C8 TRAIL sens 73*, SRC1 inh -29, TWEAK-Fn14 inh 103*, EBV LMP1 NFkB 8, CF NFkB inh 97*, SRC3 inh 19, KKLEB tox -72*, Shn3 3UTR inh 98* and TROY signal inh 62*.
CN(Cc1ccccc1)C(=O)Cn1cccc1C(=O)c1ccccc1 was read as LRH-1 inv ag -2, C8 TRAIL sens -18, SRC1 inh 1, TWEAK-Fn14 inh 4, EBV LMP1 NFkB 0, CF NFkB inh 5, SRC3 inh 0, COUP-TFII inh 9, KKLEB tox -3, Shn3 3UTR inh 30 and TROY signal inh 7.
Cc1cc(C(=O)CSc2nnc(-c3cccc(F)c3)n2N)c(C)n1Cc1ccc2c(c1)OCO2 was read as LRH-1 inv ag 41, C8 TRAIL sens 19, SRC1 inh 7, TWEAK-Fn14 inh 8, EBV LMP1 NFkB 22, CF NFkB inh 15, SRC3 inh 22, COUP-TFII inh 44*, KKLEB tox -4, Shn3 3UTR inh 38 and TROY signal inh 6.
Cc1ccc(S(=O)(=O)N[C@H](C(=O)OCC(=O)N2N=C(c3ccc(Cl)cc3)CC2c2ccco2)C(C)C)cc1 (stereo partly drawn) was read as LRH-1 inv ag -13, C8 TRAIL sens 15, SRC1 inh -13, TWEAK-Fn14 inh 20, EBV LMP1 NFkB 10, CF NFkB inh 32, SRC3 inh -21, COUP-TFII inh 8, KKLEB tox -8, Shn3 3UTR inh 4 and TROY signal inh -1.
For CCOC(=O)c1ccc(S(=O)(=O)N2CCN(S(=O)(=O)CC)CC2)cc1 the results were LRH-1 inv ag 8, C8 TRAIL sens -9, SRC1 inh -10, TWEAK-Fn14 inh -6, EBV LMP1 NFkB 3, CF NFkB inh -3, SRC3 inh 4, COUP-TFII inh 6, KKLEB tox -1, Shn3 3UTR inh 15 and TROY signal inh -4.
Screening COc1ccc(C(=O)N2CCN=C2SC)cc1OC returned LRH-1 inv ag -7, C8 TRAIL sens -8, SRC1 inh -20, TWEAK-Fn14 inh 8, EBV LMP1 NFkB -2, CF NFkB inh -9, SRC3 inh -14, COUP-TFII inh -9, KKLEB tox 8, Shn3 3UTR inh -13 and TROY signal inh 5.
For COC(=O)c1sccc1NC(=S)N1CCN(c2ccc(F)cc2)CC1 the results were LRH-1 inv ag 10, C8 TRAIL sens -2, SRC1 inh -16, TWEAK-Fn14 inh -16, EBV LMP1 NFkB 6, CF NFkB inh 0, SRC3 inh -11, COUP-TFII inh 4, KKLEB tox 5, Shn3 3UTR inh -7 and TROY signal inh -5.
Cc1ccc(C(=O)CNc2ccccc2C)cc1 was read as LRH-1 inv ag 6, C8 TRAIL sens 12, SRC1 inh -10, TWEAK-Fn14 inh 33, EBV LMP1 NFkB -1, CF NFkB inh -7, SRC3 inh -3, COUP-TFII inh -12, KKLEB tox 7, Shn3 3UTR inh -29 and TROY signal inh -12.
For Cc1cccc(Nc2nnc(SCC(=O)NC3CCCc4ccccc43)s2)c1 (stereo not drawn) the results were LRH-1 inv ag -13, C8 TRAIL sens 27, SRC1 inh -4, TWEAK-Fn14 inh 16, EBV LMP1 NFkB 2, CF NFkB inh -2, SRC3 inh -2, COUP-TFII inh 7, KKLEB tox -2, Shn3 3UTR inh 9 and TROY signal inh 2.
`C=CCNC(=O)c1ccc(Sc2ccccc2)c([N+](=O)[O-])c1` gave LRH-1 inv ag 15, C8 TRAIL sens 2, SRC1 inh 6, TWEAK-Fn14 inh -4, EBV LMP1 NFkB 3, CF NFkB inh -15, SRC3 inh 0, COUP-TFII inh -2, KKLEB tox 4, Shn3 3UTR inh 6 and TROY signal inh -8.
Screening O=C(c1ccc(Br)o1)N1CCN=C1SCc1cccc(F)c1 returned LRH-1 inv ag -4, C8 TRAIL sens 0, SRC1 inh 0, TWEAK-Fn14 inh -4, EBV LMP1 NFkB 7, CF NFkB inh 12, SRC3 inh 1, COUP-TFII inh 14, KKLEB tox -14, Shn3 3UTR inh 11 and TROY signal inh -11.
`COc1ccc(CN2CCN(Cc3ccc4cc(F)ccc4n3)CC2CCO)c(C)c1C` (stereo not drawn) gave LRH-1 inv ag 21, C8 TRAIL sens 21, SRC1 inh -32, TWEAK-Fn14 inh -21, EBV LMP1 NFkB 8, CF NFkB inh 12, SRC3 inh 1, COUP-TFII inh 19, KKLEB tox -1, Shn3 3UTR inh 1 and TROY signal inh 19.
Screening Cc1ccc(-n2nc3c(=O)n(CC(=O)NC(C)CCc4ccccc4)nc(C)c3c2C)cc1 (stereo not drawn) returned LRH-1 inv ag 14, C8 TRAIL sens 21, SRC1 inh 2, TWEAK-Fn14 inh 31, EBV LMP1 NFkB 10, CF NFkB inh -21, SRC3 inh 23, KKLEB tox 6, Shn3 3UTR inh 48 and TROY signal inh 19.
`Cc1cc(N2CCCC2)ccc1NC(=O)CN1C(=O)NC2(CCCCC2)C1=O` gave LRH-1 inv ag -16, C8 TRAIL sens 13, SRC1 inh -49, TWEAK-Fn14 inh 0, EBV LMP1 NFkB 5, CF NFkB inh 9, SRC3 inh -22, COUP-TFII inh -20, KKLEB tox -26, Shn3 3UTR inh 3 and TROY signal inh -1.
For COc1ccc(CNC(=O)Nc2ccc3c(c2)c(=O)n(C)n3Cc2cccc(C(F)(F)F)c2)cc1 the results were LRH-1 inv ag 2, C8 TRAIL sens 20, SRC1 inh -1, TWEAK-Fn14 inh 12, CF NFkB inh -2, SRC3 inh -19, COUP-TFII inh 21, KKLEB tox -2, Shn3 3UTR inh 10 and TROY signal inh -29.
Screening CC1(C(=O)NS(=O)(=O)c2cccc(F)c2)CCN1C(=O)Cc1cccc2ccccc12 (stereo not drawn) returned LRH-1 inv ag 32, C8 TRAIL sens -28, SRC1 inh 1, TWEAK-Fn14 inh -6, CF NFkB inh 17, SRC3 inh 4, COUP-TFII inh -18, KKLEB tox -16, Shn3 3UTR inh 32 and TROY signal inh 3.
CC(C)C[C@@H]1Cc2[nH][nH]c(=O)c2[C@H](c2ccc(Cl)cc2)O1 was read as LRH-1 inv ag -17, C8 TRAIL sens -7, TWEAK-Fn14 inh -18, COUP-TFII inh 6 and TROY signal inh 15.
For O=[N+]([O-])c1ccc(N=Nc2ncc[nH]2)cc1 the results were LRH-1 inv ag -1, C8 TRAIL sens 34, SRC1 inh -85, TWEAK-Fn14 inh 85*, EBV LMP1 NFkB -76, CF NFkB inh 75*, SRC3 inh -64, COUP-TFII inh -31, KKLEB tox -7, Shn3 3UTR inh 73 and TROY signal inh 11.
